Assay outcomes: PubChem BioAssay, Sanford-Burnham Center for Chemical Genomics
H9c2 TAG inh: triacylglycerol accumulation inhibition; H9c2 cells, Nile Red lipid (TAG) fluorescence; cells loaded with 200 µM oleic acid; inhibition, % at 12.5 µM; 0.66% of 230,000 active; AID 651582;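 active means pattern-corrected inhibition of lipid staining of at least 50% with the nuclear-stain viability signal not falling by more than 50%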;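 further: 0% = DMSO wells and 100% = triacsin C control wells; some results filed as inactive read as strong as hits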
H9c2 TAG inh DAPI viability: also measured in H9c2 TAG inh; calls as there; DAPI nuclei signal change (viability), lower = more cytotoxic, %;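 whole-well DAPI fluorescence read on a plate reader as a viability signal; minus 50 percent equals half of cells still viable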
Active calls of the source: *. Some of the compounds tested; rates above refer to the full screens.

| SMILES | H9c2 TAG inh | H9c2 TAG inh DAPI viability |
| --- | --- | --- |
| COc1ccc(CCC(=O)OCC(=O)NC(=O)c2ccc(Cl)cc2)cc1 | 9.4 | -7.4 |
| Clc1ccc(Cn2ncc3c(NCc4ccccc4)ncnc32)cc1 | -47.9 | -18.4 |
| N#Cc1ccccc1NS(=O)(=O)c1cc2c3c(c1)CCN3C(=O)CC2 | 8.7 | 7.2 |
| C=CCN(Cc1ccco1)S(=O)(=O)c1ccc(Cl)cc1 | 5.4 | -3.1 |
| COc1cccc(C2N(c3ccc(Cl)c(Cl)c3)C(=O)C3CCCN32)c1OC (configuration not stated) | -10.2 | 5.6 |
| CC(C)OP(=O)(c1ccc(N(C)C)cc1)C(Nc1ccccc1)c1ccccc1 (configuration not stated) | 6.0 | 3.5 |
| COc1ccc(C(=O)COc2ccc3ccc(=O)oc3c2)c(OC)c1 | 12.2 | 4.7 |
| CCS(=O)(=O)n1nc(-c2ccc(OC)cc2)nc1N | 2.3 | 4.4 |
| CN(CCOc1ccccc1)C(=O)c1cc(-c2ccco2)nc2ccccc12 | 4.7 | 1.7 |
| O=C(NCCCN1CCOCC1)c1cc2cc(Br)ccc2oc1=O | 0.3 | 6.4 |
| COc1ccc(NC(=O)CSc2nc3[nH]c(=O)cc(O)c3s2)cc1OC | -18.8 | 0.2 |
| COc1ccc(C2CC(=O)N3CN(c4ccccc4F)CSC3=C2C#N)cc1OC (configuration not stated) | 13.4 | 6.2 |

Following part.
| SMILES | H9c2 TAG inh | H9c2 TAG inh DAPI viability |
| --- | --- | --- |
| CCOC(=O)c1nnn(-c2nonc2N)c1-c1ccc(OCC)cc1 | -3.0 | -7.6 |
| Cc1ccc(/C=C/C(=O)Nc2ccc(O)c3c(=O)cc(-c4ccccc4Cl)oc23)cc1 | 7.9 | -2.0 |
| CCn1c(SCC(=O)N2CCCc3ccccc32)nc2ccccc2c1=O | 0.2 | -9.5 |
| COc1ccccc1CCNC(=O)CSc1ccc(-c2ccco2)nn1 | -13.1 | -2.3 |
| O=[N+]([O-])c1ccc2c(c1)c(-c1ccccc1)nc1nncn12 | 5.1 | -2.3 |
| c1cc(-c2ccc3nncn3c2)ccc1CN1CCOCC1 | -3.3 | -8.1 |
| COc1ccc(NC(=O)COc2cccc3c2CCN(Cc2cccnc2)C3=O)cc1 | 14.0 | -3.5 |
| CN(c1ccccc1)S(=O)(=O)c1ccc(C(=O)NCc2ccco2)cc1 | -1.0 | -0.2 |
| O=C(NCc1cccnc1)c1ccccc1NS(=O)(=O)c1ccc(F)cc1 | -10.2 | -0.7 |
| O=C(c1ccc(CN2CCOCC2)cc1)N1CCN(c2ccccc2F)CC1 | 8.2 | 2.8 |
| COc1cc(OC)cc(C(=O)NCC(=O)OCC(=O)N2CC(C)CC(C)C2)c1 (configuration not stated) | 2.3 | 8.4 |
| CCOc1ccc(C(C)=O)cc1CN1C(=O)NC2(CCCCCCC2)C1=O | 2.9 | 0.4 |

(continued)
| SMILES | H9c2 TAG inh | H9c2 TAG inh DAPI viability |
| --- | --- | --- |
| Cc1noc(N)c1C1(O)C(=O)N(C(C)C)c2ccccc21 (configuration not stated) | 7.0 | 16.0 |
| COc1ccc(N(CC(=O)Nc2ccc(S(=O)(=O)N3CCOCC3)cc2)S(C)(=O)=O)cc1OC | -5.4 | 2.1 |
| CN(CC(=O)Nc1cccc(F)c1)C(=O)C1(c2ccccc2)CC1 | -7.1 | -7.2 |
| Cc1ccc(C(O)P(=O)(OCc2ccccc2)c2ccc(N(C)C)cc2)cc1 (configuration not stated) | -11.1 | 9.4 |
| COc1ccccc1CNC(=O)CN1C(=O)C(C)N(c2ccc(C)cc2)C1=O (configuration not stated) | 8.7 | 1.8 |
| CC(NC(=O)CN(c1ccc(Cl)cc1)S(C)(=O)=O)c1ccccc1 (configuration not stated) | 5.8 | 1.2 |
| Cc1ccc(S(=O)(=O)N(C)C)cc1NC(=O)c1sccc1Cl | -12.0 | 1.6 |
| CCCC[C@@H]1CNC(=S)N1CCC12CC3CC(CC(C3)C1)C2 | -53.6 | 8.4 |
| CC1(C(=O)Nc2cccc3cccnc23)CCN1C(=O)Cc1ccc(Cl)cc1Cl (configuration not stated) | 4.1 | 3.0 |
| C=C1C(C(=O)Nc2ccc(OC)cc2)C1C(=O)Nc1ccc(OC)cc1 (configuration not stated) | 19.3 | -12.0 |
| CC(=O)SC1CC(=O)C=C2CCC3C4CCC(=O)OC4(C)CCC3C21C (configuration not stated) | -0.5 | 9.7 |
| CCC(C)Sc1nc2c(cnn2-c2ccccc2)c(=O)[nH]1 (configuration not stated) | 15.0 | 3.3 |

Exported with values under each structure: part of the list above.
Values run as follows: H9c2 TAG inh	H9c2 TAG inh DAPI viability
CC1(C(=O)Nc2cccc3cccnc23)CCN1C(=O)Cc1ccc(Cl)cc1Cl (configuration not stated)
  4.1	3.0
COc1ccc(CCC(=O)OCC(=O)NC(=O)c2ccc(Cl)cc2)cc1
  9.4	-7.4
O=C(NCCCN1CCOCC1)c1cc2cc(Br)ccc2oc1=O
  0.3	6.4
Cc1ccc(/C=C/C(=O)Nc2ccc(O)c3c(=O)cc(-c4ccccc4Cl)oc23)cc1
  7.9	-2.0
Cc1ccc(S(=O)(=O)N(C)C)cc1NC(=O)c1sccc1Cl
  -12.0	1.6
COc1ccccc1CCNC(=O)CSc1ccc(-c2ccco2)nn1
  -13.1	-2.3

Next structures.
| SMILES | H9c2 TAG inh | H9c2 TAG inh DAPI viability |
| --- | --- | --- |
| O=C(COc1ccccc1)NC(NC(=S)Nc1ccccc1O)C(Cl)(Cl)Cl (configuration not stated) | -6.5 | 2.5 |
| COc1cc(Br)cc(C(=O)N2CCc3ccccc32)c1OC | 1.3 | -2.6 |
| CCOC(=O)N1CCN(C(=O)CN(c2ccc(Cl)c(C(F)(F)F)c2)S(C)(=O)=O)CC1 | -5.3 | 4.7 |
| CCOC(=O)c1cc(C#N)c(N2CCNCC2)nc1C(F)(F)F | -11.9 | 1.8 |
| O=C(COc1ccc(Cl)c(Cl)c1)NN1C(=O)C2C(C1=O)C1C=CC2C12CC2 (configuration not stated) | -7.5 | 2.7 |
| C[C@@H]1CN([C@H](C)CO)C(=O)CCCn2cc(nn2)CO[C@H]1CN(C)C(=O)Nc1ccccc1C(F)(F)F | 6.3 | 3.8 |
| CC(C)Cn1c(=O)n(C)c(=O)c2[nH]cnc21 | 2.9 | -0.3 |
| COc1ccc(-c2nsc3c(N4CCCC4)ncnc23)cc1 | -12.1 | -1.8 |
| COc1ccc(-n2nnc3c(=O)n(CC(=O)Nc4ccc5c(c4)OCCO5)cnc32)cc1OC | 4.6 | 7.6 |
| CC(=O)C1=C(O)C(=O)N(c2ccc(C)cc2)C1c1ccccn1 (configuration not stated) | -3.2 | -9.2 |
| CCC(C)Sc1ccc([C@H]2N[C@@](C)(C(=O)OC)[C@H]3C(=O)N(CC)C(=O)[C@@H]23)cc1 (some centres not stated) | 5.6 | 3.1 |
| Cc1ccc(S(=O)(=O)N2CCC(C(=O)NCCCN3CCOCC3)CC2)cc1 | -3.0 | -2.1 |

Further results follow.
Molecule	H9c2 TAG inh	H9c2 TAG inh DAPI viability
CCCc1cc(=O)[nH]c(SCC(=O)N2CCN(S(=O)(=O)c3ccc4ccccc4c3)CC2)n1	3.5	-15.4
Cc1cc(C)cc(Oc2ccccc2/C=C\C(=O)O)c1	28.4	-4.6
CCn1cc(CN2CCC(C(=O)Nc3cccc(-c4cccc(Cl)c4)c3)CC2)c(C)n1	16.2	18.6
CCCc1nnc(SCCSc2nnc(CCC)n2N)n1N	9.4	6.6
Cc1ccc(NC(=O)COC(=O)[C@@H]2CCCN2C(=O)c2cccs2)cc1S(=O)(=O)N(C)C	9.6	-6.0
COc1ccc(CN2CCNC(=O)C2CC(=O)NCCc2nc(C)c(C)s2)c(OC)c1 (configuration not stated)	-7.7	3.2
CCN(CC)S(=O)(=O)c1cccc(C(=O)OCC(=O)NCc2ccccc2OC)c1	-8.9	5.2
Clc1ccc(/C=N/Nc2nnc(-c3ncc[nH]3)c3ccccc23)cc1	-4.7	-4.6
COCCN(C(=O)CSc1nnc(C)n1-c1ccc(C)cc1)c1c(N)n(Cc2ccccc2)c(=O)[nH]c1=O	4.6	-10.3
CN(Cc1nc(CC2CC2)no1)CC12CC3CC(CC(C3)C1)C2	-0.4	-0.1
Cc1ccc(C(=O)Nc2nc(-c3ccccn3)cs2)o1	-3.5	4.4
COc1cc(NC(=O)c2ccc(S(=O)(=O)N(C)c3ccccc3OC)cc2)cc(OC)c1	4.3	4.9

Next section.
Molecule	H9c2 TAG inh	H9c2 TAG inh DAPI viability
Cc1cc(C)n2nc(C(=O)OCC(=O)NC3CCCCC3)nc2n1	7.6	-2.7
CCCCN1C(=O)C(=O)N(CC(=O)Nc2ccccc2C(C)=O)C1=O	-27.6	2.4
CCCn1c(NCc2ccccn2)nc2ccccc21	-17.1	0.3
Clc1ccc(-c2csc(NNC3=NCCCCC3)n2)cc1	148.1*	-48.4*
CC(=O)c1c(C)[nH]c(C(=O)OCC(=O)Nc2ccc3[nH]c(=O)[nH]c3c2)c1C	-7.2	3.2
CCOc1ncccc1C(=O)OCC(=O)NCc1ccc(C(=O)OC)cc1	8.6	-12.2
O=C(Nc1ccc(F)cc1F)Nc1ccccc1C(=O)NCCN1CCNC1=O	1.0	7.9
COc1ccc(NC(=O)c2nc[nH]c2C(=O)N[C@@H](CC(C)C)C(=O)OC(C)(C)C)cc1	-6.5	-1.3
CCC(CC)CN1CCC(CN2CCNC(=O)C2=O)CC1	10.5	-13.1
Cc1ccc(S(=O)(=O)NC2(C(F)(F)F)NC(=O)N(Cc3ccccc3)C2=O)cc1 (configuration not stated)	8.6	5.6
CSc1ccc(Cl)c(C(=O)Nc2ccc(C)cn2)c1	-1.3	-2.9
CCN(CC)C(=O)C1=C(C)Nc2nc3ccccc3n2C1c1cccc(OC)c1 (configuration not stated)	9.1	-15.8

Continuation:
Molecule	H9c2 TAG inh	H9c2 TAG inh DAPI viability
O=C(NCc1ccc(Cl)c(Cl)c1)c1cc(C2CCCCN2C(=O)c2ccccc2)on1 (configuration not stated)	-8.4	5.5
O=C(NCCc1ccccc1)c1ccc(-c2ccc(F)c(F)c2)c2ccoc12	-54.1	-4.9
COc1ccc(Oc2ccc(C(F)(F)F)cc2NC(=O)c2ccc(OC)cc2)cc1	0.9	-1.3
CCc1nc2ccc(C(=O)NCC3CCCCC3)cn2c1N(C)C(=O)c1cccc(OC)c1	0.3	11.9
COc1cc(C2C3=C(CCCC3=O)OC3=C2C(=O)CCC3)ccc1OCC(=O)Nc1ccccc1	13.6	-12.2
Cc1cc(-c2ccccc2)nn1-c1nc2c(c(=O)[nH]c(=O)n2C)n1C	5.3	-9.0
CC12CN3CC(C)(CN(C1)C3c1ccc([N+](=O)[O-])o1)C2=O (configuration not stated)	5.1	-1.1
CCn1c(SCC(=O)Nc2nc3ccc(OC)cc3s2)nnc1-c1ccoc1C	-16.2	13.5
CCCc1cc(C(=O)Nc2cccc(Cl)c2)no1	-10.6	-1.3
Cc1ccc(Cn2ncc3c(N4CCN(C5CCCC5)CC4)ncnc32)cc1	-15.8	7.1
CCNC(=O)c1c(NC(=O)C2COc3ccccc3O2)sc2c1CCCC2 (configuration not stated)	1.6	8.4
COc1ccc(N(C)S(=O)(=O)c2ccc3c(c2)oc(=O)n3C)cc1	-35.2	25.8

Following part:
Molecule	H9c2 TAG inh	H9c2 TAG inh DAPI viability
COc1ccc(CCNC(=O)c2ccc(NC(=O)CC3SC(N4CCCCC4)=NC3=O)cc2)cc1OC (configuration not stated)	6.5	6.6
CC(C)(C)OC(=O)N1CCN(C(=O)c2cccnc2Cl)CC1	0.1	2.9
O=C(Cc1ccc(Cl)cc1)Nc1ccc(C(=O)N2CCOCC2)cc1	-3.2	5.9
CC(=O)c1ccc(S(=O)(=O)N(C)CC(=O)Nc2ccc(C)cc2)cc1	-21.4	2.3
Cc1ccc2c(Cl)cc(Cl)c(OCc3c(C)noc3C)c2n1	-4.3	0.7
COc1cccc(CNC(=O)Cc2ccc(NC3=NC4CS(=O)(=O)CC4S3)cc2)c1 (configuration not stated)	4.9	-0.9
COCCOC(=O)C1=C(C)N(Cc2ccccc2)C(=O)NC1c1ccc(OC)cc1 (configuration not stated)	-17.7	2.2
CCc1nnc(NC(=O)NCN2C(=O)C3C4C=CC(C4)C3C2=O)s1 (configuration not stated)	0.7	-6.6
C[C@H]1CN([C@@H](C)CO)S(=O)(=O)c2ccc(Br)cc2O[C@H]1CN(C)C(=O)C1CCC1	-8.8	-7.0
CC(=O)NCC(=O)N1CCCC(C(=O)c2ccc(-c3ccccc3)c(F)c2)C1 (configuration not stated)	2.0	4.2
O=C(NCc1ccc(Cl)cc1)c1ccc(Cl)cc1[N+](=O)[O-]	-14.9	-4.0
Clc1ccc2nc(CSc3nnc(-c4c[nH]c5ccccc45)o3)cn2c1	-15.5	7.6

Further compounds:
Molecule	H9c2 TAG inh	H9c2 TAG inh DAPI viability
CCOC(=O)C1(C)CCCCCN1C(=O)c1csnn1 (configuration not stated)	10.7	-1.8
COC(=O)Nc1nc2ccc(-c3n[nH]c(=O)c4ccccc34)cc2[nH]1	30.8	-7.8
CC1=CC(C)C2(COC(c3ccc[n+](C)c3)OC2)C(C)C1 (configuration not stated)	-34.6	-1.8
COc1ccc2c(c1)C=C(CN1CCN(C3CCCC3)C(CCO)C1)CO2 (configuration not stated)	1.1	-5.0
COc1cccc(OCC(=O)Nc2cc(Cl)ccc2Oc2ccccc2)c1	-31.6	0.9
CC(C)Cn1c(-c2ccc(Br)cc2)c[nH]c1=S	-8.6	9.0
CCOC(=O)c1nnn(-c2nonc2N)c1CN(C)Cc1ccccc1	-2.1	-1.6
O=C(Nc1ccc(Oc2ccccc2)cc1)C1CC1	0.5	-0.3
C#CCOCCOCCOCCNc1nc(N2CCOCC2)nc(N2CCN(C(=O)[C@H](CO)n3cc([C@@H](N)C(C)C)nn3)CC2)n1	11.8	6.2
O=C(Nc1ccc(N2CCOCC2)c(Cl)c1)c1ccc(Br)o1	4.2	1.3
COc1ccc(/C=C2\N=C(c3ccccc3)N(c3ccc(C(=O)O)cc3)C2=O)cc1OC	-1.7	11.7
CCC(c1nnc(SCC(=O)NC2CCCCC2)n1Cc1ccccc1)N(C)C (configuration not stated)	5.7	-8.3
